Source: PubChem BioAssay
TSHR antag = blocks TSH signaling through the human TSH receptor | activity change, negative = inhibition, % at 11.5 µM | P16473 | TSHR-expressing cells, TSH-stimulated cAMP HTRF, 2 h; stronger effect = lower value | actives 0.2% (n = 330,000);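 active = activity change below a set negative limit, meaning inhibition stronger than a set level, cut at about -70% in these data; inconclusive = activity change between two set negative limits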; note: % is set by controls: 0 for no effect and ±100 for the full control effect
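TSHR-expressing cells were treated with compounds, then stimulated with TSH at EC80 (4nM final) for 2 hours at 37 deg C. Cellular cAMP was measured by HTRF competition between lysate cAMP and cAMP-d2 for a cryptate-labelled anti-cAMP antibody.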
ELG1 repair inh = ELG1-dependent DNA repair inhibition. HEK293T ELG1-luciferase reporter, luminescence, 16 h; DNA damage induced by 5-fluorouridine. actives 2.3% (n = 330,000). Potency, µM (titrated, usually from 46.1 µM), for inactives: at the top dose activity change, negative = inhibition, most hits filed as inhibitors. AID 504467; note: potency is the fitted concentration of half-maximal effect; % is set by controls: 0 for no effect and ±100 for the full control effect; nearly all actives have a fitted effect of over 55% in size
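Reporter activity after DNA damage by 5-fluorouridine is monitored. Compound-treated cells incubate 16 hr at 37 °C, then ONE-Glo is added for 30 min before luminescence reading.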
USP2a inh = inhibitors of human ubiquitin-specific protease USP2a; Potency, µM (highest dose often 38.3 µM), for the others: top-dose activity change, negative = inhibition, hits mostly inhibitors; actives 0.01% (n = 330,000); AID 463254; USP2 core, Ub-CHOP2 coupled fluorogenic reporter, 485/531;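 note: potency is the fitted concentration of half-maximal effect; plate controls were DMSO wells for no effect and full inhibition by NEM control for full effect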
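USP2 core (10nM final) preincubated 30min RT with compound in 20mM Tris-HCl pH 8.0, 2mM CaCl2, 2mM beta-mercaptoethanol, 0.05% CHAPS; 25nM Ub-CHOP2 plus 25nM reporter substrate added, fluorescence (Ex485/Em531) read after 60min.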
Mito fusion yeast = inhibitors of mitochondrial division or activators of mitochondrial fusion. S. cerevisiae fusion-defective mutant growth rescue, CellTiterGlo 48 h. Potency, µM (titrated, usually from 46.1 µM), for inactives: top-dose growth rescue (activation), actives largely listed as activators. actives 0.23% (n = 320,000);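 note: potency is the fitted concentration of half-maximal effect; % of control where 0% means no effect; nearly all actives have a fitted effect of over 45% in size; temperature-sensitive fusion mutants such as fzo1-1 at 37 °C on non-fermentable ethanol glycerol medium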
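Yeast fusion mutant, YPEG (non-fermentable carbon), compound, 48 h at 37C non-permissive; CellTiterGlo added, 10 min RT, luminescence read. Rescued growth = division inhibition.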
hERG WT inh = KCNH2 (human, wildtype) channel inhibition. U2OS, BacMam KCNH2, thallium flux FluxOr; stronger effect = lower value. activity change, % at 1.84 µM. actives 0.37% (n = 340,000). Q12809;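 active = maximum activity change below -70%; inconclusive = maximum activity change between -70% and -50%; inactive = maximum activity change above -50%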; note: % is set by controls: 0 for no effect and ±100 for the full control effect
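U2OS cells transduced with wild-type KCNH2 virus are loaded with FluxOr dye for 45 min, and thallium flux is measured in kinetic reads before and after stimulation buffer. Rate constants are normalized to DMSO controls.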
Eya2 inh = inhibitors of human Eya2 phosphatase activity. recombinant Eya2, OMFP fluorescence dephosphorylation (OMFP is methylfluorescein phosphate). Potency, µM (series often up to 76.9 µM), for inactives: at the highest dose activity, negative = inhibition, most hits filed as inhibitors. actives 0.006% (n = 330,000). AID 488837; note: potency is the fitted concentration of half-maximal effect; % is set by controls: 0 for no effect and ±100 for the full control effect
Target sequence (O00167 whole entry, looked up): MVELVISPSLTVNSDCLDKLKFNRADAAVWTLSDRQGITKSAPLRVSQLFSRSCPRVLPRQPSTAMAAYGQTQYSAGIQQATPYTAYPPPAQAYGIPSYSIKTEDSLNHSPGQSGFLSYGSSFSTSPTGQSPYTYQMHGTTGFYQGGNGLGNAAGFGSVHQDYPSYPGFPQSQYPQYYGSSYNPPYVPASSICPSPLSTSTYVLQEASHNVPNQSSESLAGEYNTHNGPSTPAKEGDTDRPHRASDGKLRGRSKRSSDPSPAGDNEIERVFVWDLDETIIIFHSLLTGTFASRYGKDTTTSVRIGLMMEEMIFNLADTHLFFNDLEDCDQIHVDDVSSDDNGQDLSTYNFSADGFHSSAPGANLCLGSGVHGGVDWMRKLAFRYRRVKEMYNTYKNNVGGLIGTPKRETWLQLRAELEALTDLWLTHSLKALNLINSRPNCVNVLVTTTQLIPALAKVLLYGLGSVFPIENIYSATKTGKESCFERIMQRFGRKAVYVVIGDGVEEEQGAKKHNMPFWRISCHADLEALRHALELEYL
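Eya2 (0.2 uM) preincubated 10 min at ambient with compound, then OMFP substrate added at 50 uM; 10 min reaction in 50 mM HEPES pH 7.5, 50 mM NaCl, 5 uM MgCl2, 0.05% BSA, 1 mM DTT. Fluorescence read at Ex 485/Em 525 nm.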
AT treatment = potential ataxia-telangiectasia treatments restoring KAP-1 phosphorylation. actives 0.19% (n = 320,000). […] A-T fibroblasts, KAP-1 phosphorylation AlphaLISA; neocarzinostatin DNA damage 30 min before lysis. Potency, µM (series often up to 57.5 µM), without a hit: at the top dose activation, hits mostly activators. AID 485349; note: potency is the fitted concentration of half-maximal effect; % of control where 0% means no effect; nearly all actives have a fitted effect of over 45% in size
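ATM-like activity read as KAP-1 phosphorylation via AlphaLISA donor/acceptor antibody pairs after lysis and 6 hr at 25C. Cells were ATM-null patient fibroblasts ([…], hTERT), dosed 60 min, then exposed to the DSB inducer NCS for 30 min.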
TCR act = activators of T cell receptors; 330,000 tested, under 10 active; Potency, µM (top dose mostly 9.22 µM), for the others: top-dose activation of IL-2 secretion, usual class: activators; primary human leukocytes, anti-CD3, IL-2 HTRF, 48 h; note: % of control where 0% means no effect
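Primary human leukocytes incubated 48 hr with anti-CD3 beads plus compound, without co-stimulation. Secreted IL-2 measured by HTRF (europium cryptate/d2 anti-IL-2 pair, 320 nm excitation, 665 nm emission).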
KCNH2 3.1 inh = blocks the human KCNH2 3.1 channel isoform. U2OS KCNH2 3.1, thallium flux FluxOr; stronger effect = lower value. AID 720553. activity change, % (tested at about 1.8 µM). actives 0.95% (n = 340,000);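 active = maximum activity change below -70%; inconclusive = maximum activity change from -70% to -50%; inactive = maximum activity change above -50%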;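 note: thallium influx rate constant from kinetic fluorescence after stimulation buffer; % is set by controls: 0 for no effect and ±100 for the full control effect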
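We transduce U2OS cells with the mutant 3.1 virus, culture them overnight, load FluxOr with Red40 quencher for 45 min, then add stimulation buffer and read kinetically for 2 min to derive a normalized rate constant.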
TRPV1 agonist = activates the human vanilloid receptor TRPV1; Q8NER1; TRPV1-expressing cells, Fluo-8 calcium influx, agonist mode; activation, % at 8.33 µM; actives 0.19% (n = 320,000); AID 540275; in the data active = activation above about 80%; inconclusive = between about 30% and that limit; note: 0% is about no effect
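Fluo-8 calcium influx in TRPV1-expressing cells, kinetic read (ex 480/em 520 nm). Compound added and read 3 min for agonist activity, followed by capsaicin at EC20 final and 2 min further read for enhancement.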
Starred values were filed as active, the others as inactive; i = inactive; ? = inconclusive; . = no result given; [ ] = remark or other dose. Unless noted, calls come from the whole dose curve; as a rule, active = well fitted curve in the direction sought with a large enough effect; inconclusive = small, poorly fitted or top-dose-only effect, or another doubt; inactive = no such curve, though single readings can be large; an effect the other way counts as inactive or inconclusive. Some of the compounds tested. The share of hits here may be higher or lower than overall.

SMILES	TSHR antag	ELG1 repair inh	USP2a inh	Mito fusion yeast	hERG WT inh	Eya2 inh	AT treatment	TCR act	KCNH2 3.1 inh	TRPV1 agonist
Cc1ccc(SC(C)C(=O)N2CCCC2)cc1 (configuration not stated)	-2.3	8.8%	0.9%	0.6%	6.0	-10.5%	-4.0%	-1.7%	16.8	26.1
CCOC(=O)C1=C(COC(=O)C(CC)c2ccccc2)NC(=O)NC1C (configuration not stated)	2.7	5.8%	-5.9%	1.4%	11.9	-6.8%	6.9%	9.0%	-7.4	?
COc1cc(C(=O)Nc2ccc3c(c2)ncn3C)cc(OC)c1OC	40.3	?	-1.6%	2.5%	2.6	-1.2%	1.2%	1.6%	-11.0	-6.6
CCCC(C)c1nnc(NC(=O)COc2ccc3c(c2)OCO3)s1 (configuration not stated)	-5.7	-1.2%	2.7%	-25.2%	8.0	-4.9%	-1.8%	1.9%	-29.2	16.5
CC1=NC2(CCCc3c2no[n+]3[O-])N(O)C1(C)C (configuration not stated)	18.1	0.2%	-0.5%	-2.4%	10.2	1.6%	-4.5%	2.1%	7.9	2.0
CCCCN1C(=O)C2(OCCCO2)c2cccc(C)c21	-5.8	-2.9%	0.6%	0.0%	-24.4	1.2%	2.8%	.	11.9	8.7
COc1ccc(OC)c(S(=O)(=O)N2CCN(c3ccccc3)CC2)c1	-2.0	3.9%	-2.1%	13.1%	2.9	7.8%	-1.7%	-4.0%	-19.7	1.9
COc1ccc(NC(=S)N2CCC(C(=O)c3ccc(C)cc3)CC2)cc1	-3.6	-5.3%	-1.7%	-8.6%	10.0	-0.8%	0.6%	-2.2%	-3.2	15.0
CCN(CC(=O)Nc1c(F)cccc1F)C(=O)C1CCN(C(=O)c2ccc(Cl)cc2)CC1	7.9	?	-0.7%	4.6%	10.5	-10.7%	13.7%	-4.1%	4.2	5.4
COCCNC(=O)C(C)OC(=O)c1cc2sccc2n1C (configuration not stated)	1.3	15.9%	-2.0%	-2.0%	0.4	-11.4%	-1.8%	2.4%	0.9	0.3
Cc1nn(Cc2ccccc2)c(Cl)c1C(=O)NCCc1ccccc1	-9.8	?	4.5%	-12.8%	-19.0	2.4%	1.0%	4.2%[46.1 µM]	17.8	?
Nc1nc(NCCO)nc(NCc2ccccc2)c1[N+](=O)[O-]	4.7	0.4%	1.7%	5.3%	-8.1	14.3%	-6.8%	-9.4%	3.9	-2.2
CCS(=O)(=O)N1CCN(S(=O)(=O)c2ccc(Cl)s2)CC1	-19.5	-5.6%	-1.1%	1.2%	-8.1	0.3%	-1.6%	-1.2%	-5.9	2.7
CCOc1ccc(NC(=O)Cn2nnc(C(=O)NCc3ccc(OC)cc3)c2N)cc1	-5.5	12.0%	2.5%	-5.8%	-0.7	-0.9%	1.8%	-1.6%	5.8	-3.5
CCNc1nc(OC)nc(SCC(N)=O)n1	.	.	.	-5.1%	14.1	.	.	3.3%	4.8	2.2
CC(C)CCN1CCNC(=O)C1CC(=O)Nc1ccc(F)cc1 (configuration not stated)	23.2	-1.3%	4.2%	3.2%	-3.2	-1.1%	-3.2%	2.3%	-18.1	-1.2
NS(=O)(=O)c1ccc(NC(=S)NC(=O)/C=C/c2ccco2)cc1	-10.0	1.3%	2.7%	-4.2%	-3.4	-1.7%	-1.6%	6.1%[46.1 µM]	-2.4	0.0
O=[N+]([O-])c1ccc(Sc2n[nH]c(-c3ccncc3)n2)nc1	7.0	8.0%	1.4%	-6.4%	-6.7	-15.5%	3.1%	-2.8%	1.4	-1.9
O=C1Nc2ccccc2C12OCCCCO2	-2.6	3.2%	1.2%	0.9%	-1.9	-9.2%	-0.6%	-2.3%	.	0.0
O=C(CCCCCn1c(=O)[nH]c2ccsc2c1=O)N1CCCCC1	-3.9	-1.9%	-1.8%	0.3%	4.3	-0.9%	2.9%	-10.1%[46.1 µM]	17.2	-3.5
O=C1CC(NS(=O)(=O)c2ccc([N+](=O)[O-])cc2)CN1c1ccc2c(c1)OCCO2 (configuration not stated)	7.8	13.6%	-0.2%	-1.9%	-8.0	-7.0%	13.6%	0.9%	-6.3	1.8
O=C(NCCCN1CCOCC1)C(=O)NCc1ccccc1Cl	5.8	-1.1%	0.7%	6.2%	-3.1	-1.3%	-0.1%	-3.1%	-1.5	1.5
O=[N+]([O-])c1[nH]cnc1/C=C/c1ccccc1	-4.0	5.3%	2.1%	3.7%	1.5	5.7%	-1.5%	-7.2%	-12.9	1.9
CC1(C)CC(=O)C2=C(C1)N(c1ccc(F)cc1)C(N)=C(C#N)C2c1cccs1 (configuration not stated)	-22.2	1.2%	0.4%	-6.9%	-5.0	-4.8%	7.0%	0.9%	0.0	-1.7
COc1cc2c(cc1NC(=O)C(C)N1CCN(S(=O)(=O)c3ccc(C)c(C)c3)CC1)oc1ccccc12 (configuration not stated)	7.4	21.6%	1.1%	-4.3%	-3.5	6.9%	.	-10.4%	-2.7	-4.1

Remaining list, next part.
SMILES	TSHR antag	ELG1 repair inh	USP2a inh	Mito fusion yeast	hERG WT inh	Eya2 inh	AT treatment	TCR act	KCNH2 3.1 inh	TRPV1 agonist
COc1ccc(NC(=O)c2ccccn2)cc1S(=O)(=O)N1CCOCC1	2.6	24.7%	-0.4%	3.6%	-2.2	0.8%	1.5%	-7.5%	13.4	-3.0
O=C(O)C1(P(=O)(c2ccc(Cl)cc2)c2ccc(Cl)cc2)CC1	7.1	17.4%	1.7%	0.0%	-3.3	-4.6%	-4.0%	0.6%	-4.9	0.0
Cc1ccc(-c2cc(C(=O)N/N=C/C=C/c3ccccc3)n[nH]2)s1	-1.3	-27.7%	-0.6%	15.8µM*	15.4	-1.4%	-0.3%	-2.5%[46.1 µM]	-22.2	2.0
CC1=CC(C)(C)N(C(=O)CSc2ncn[nH]2)c2ccccc21	-0.7	?	10.6%	12.0%	-9.2	-9.7%	.	3.6%	-78.3*	-4.1
CCCCCC1CC(=O)N(Cc2ccc(Cl)cc2)C(=O)N1 (configuration not stated)	3.0	-4.0%	-1.0%	1.7%	9.6	-6.2%	1.0%	5.8%	-18.2	?
Cc1cc(N=Nc2ccc3ccccc3c2)ccc1O	-5.6	?	-1.4%	-28.5%	19.2	-1.8%	7.5%	-17.8%	6.8	0.4
Cc1nc2ccccc2c(=O)n1Cc1ccco1	1.9	-4.7%	-1.2%	2.9%	1.6	1.5%	-1.7%	-14.6%	-16.3	-0.2
NCc1oc(-c2ccccc2)cc1C(=O)O	12.0	?	12.3%	0.6%	-6.5	6.3%	-3.0%	6.7%	-9.5	-2.3
COc1ccccc1Nc1nc(N)nc(CN(C)C2CCCCC2)n1	10.0	10.5%	-0.4%	-2.1%	3.2	8.8%	-3.6%	-6.8%	-22.2	5.0
COC(=O)c1ccc(NC(=S)NCCC2=CCCCC2)cc1	49.9	6.0%	-1.7%	-5.4%	7.5	9.6%	26.0%	8.3%	3.6	?
O=C(NCCCN1CCOCC1)c1sc2cc(Cl)ccc2c1Cl	5.3	12.0%	-0.6%	3.7%	-2.0	-6.3%	10.0%	4.0%	1.6	11.0
COC(=O)Cc1ccc(NC(=S)NCc2cccc(OC)c2)cc1	7.1	1.0%	1.2%	-3.8%	1.7	13.1%	5.5%	-0.3%	-14.8	?
CCOc1ccccc1N(CC(=O)NCc1ccccc1)C(=O)CCC(=O)Nc1cc(C)ccn1	-5.5	2.6%	5.2%	-0.9%	i	9.1%	11.2%	3.0%	-6.8	5.1
COc1ccc2c(c1)C1CC(C)(NC(=O)C1C(=O)c1ccccc1)O2 (configuration not stated)	9.9	7.4%	1.8%	-0.8%	7.5	-5.2%	-8.4%	-2.5%	-2.6	2.2
Cn1cnnc1SCC(=O)NN(c1ccccc1)c1ccccc1	6.0	-1.7%	0.0%	2.3%	0.7	6.6%	-4.2%	3.9%[46.1 µM]	.	-3.8
O=C(Cn1cnc2c(nnn2Cc2ccc(F)cc2)c1=O)N1CCN(c2ccccc2)CC1	-1.8	?	0.9%	1.2%	7.8	-6.3%	5.8%	-0.7%	1.5	22.3
CSCCC(C)N1CCC(Oc2ccc(C(=O)N3CCCC3)cc2)CC1 (configuration not stated)	-1.8	-9.1%	2.1%	0.1%	23.2	-5.0%	21.1%	-3.1%	-0.7	8.0

Fetched by compound from the entries so far:
SMILES	TSHR antag	ELG1 repair inh	USP2a inh	Mito fusion yeast	hERG WT inh	Eya2 inh	AT treatment	TCR act	KCNH2 3.1 inh	TRPV1 agonist
COc1ccc(NC(=S)N2CCC(C(=O)c3ccc(C)cc3)CC2)cc1	-3.6	-5.3%	-1.7%	-8.6%	10.0	-0.8%	0.6%	-2.2%	-3.2	15.0
CCNc1nc(OC)nc(SCC(N)=O)n1	.	.	.	-5.1%	14.1	.	.	3.3%	4.8	2.2
COCCNC(=O)C(C)OC(=O)c1cc2sccc2n1C (configuration not stated)	1.3	15.9%	-2.0%	-2.0%	0.4	-11.4%	-1.8%	2.4%	0.9	0.3
